EWS-Fli block: EWS/Fli-driven NR0B1 reporter inhibitors, primary screen, A673 cells, NR0B1 luciferase, luminescence, MLPCN library | viability-normalised | inhibition, % at 12.6 µM | hit rate 0.67% among 350,000;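 active = mean inhibition of at least 50% after viability correction, with every replicate also passing that limit; inconclusive = mean reaches 50% but only one of two replicates passes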;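 also: firefly luciferase signal divided by Alamar Blue viability fluorescence both relative to DMSO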
F508del corr: F508del CFTR correction, initial screen, CFBE line, single point; CFBE cells, YFP halide quenching; stimulated with forskolin plus potentiator P3; % fluorescence drop versus neutral controls; hit rate 0.36% among 350,000; activity (quench increase), % at 7.58 µM;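 active = mean added fluorescence quench of at least 8% versus neutral control, with both replicates also reaching 8%; inconclusive = only one of the mean or replicate conditions met; inactive = mean below 8% and not both replicates reaching 8%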;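 also: cells transiently co-express mutant CFTR-F508del with the halide-sensitive YFP; corrector assay measuring rescue of mutant channel to the surface after 24 h compound exposure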
FN deposition inh: inhibitors of fibronectin matrix deposition, primary screen, AH1F cells, Alexa488-fibronectin fluorescence, plate reader; AH1F fibroblasts, overnight; inhibition, % at 12.6 µM; hit rate 0.086% among 350,000; AID 743247, 2014;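 active = mean inhibition across replicates of 30% or more, regardless of how many single replicates reach that level; inconclusive = mean under 30% yet at least half of replicates reach 30%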;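 also: positive control wells lacked labelled fibronectin entirely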
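Material – AH1F fibroblast monolayer, labelled fibronectin deposition · Reagent – labelled fibronectin 24 nM · Timing – 1 h adhesion, overnight exposure · Measured by – fluorescence at 485 nm excitation, 525 nm emission · Read-out – inhibition of fibronectin deposition signal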
DENV2 CPE: inhibitors of DENV2 cytopathic effect, primary screen, cell-based, plate reader, single concentration; DENV2-infected cells, cytopathic effect rescue; CPE inhibition, % at 9.99 µM; hit rate 1.7% among 350,000; AID 651640, 2012; in the data active = CPE inhibition above about 20%, passing the limit was not always enough; inconclusive = no clear call, values can overlap the other calls; tested in BHK-21 cells;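 also: 0% = median of neutral control wells and 100% = median of positive control wells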
PAX8 inh HTS: inhibitors of PAX8-driven TPO luciferase reporter, primary screen, RMG-I cells, single concentration | SteadyGlo, 24 h | inhibition, % at 12.6 µM | hit rate 1.2% among 360,000 | AID 652154, 2013;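 active = mean replicate inhibition at least 60% with every replicate also reaching 60%; inconclusive = only one of the two criteria is met; inactive = mean below 60% and not all replicates reaching 60%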;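 also: luciferase light reporting Pax8 driven TPO promoter activity; plate controls were median of neutral control wells for no effect and mitoxantrone controls for full effect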
GSIS activator: GLuc luminescence reporter in INS-1E cells, primary screen for activators of glucose-dependent secretion of insulin; hit rate 0.61% among 370,000; activation, % at 16.6 µM; INS-1E GLuc reporter insulin secretion, 2-3 h;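 active = lowest replicate activation of at least 40%, so every replicate reaches that level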;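 also: 0% = median of neutral control wells and 100% = median of IBMX positive control wells; some compounds called inactive have numbers as strong as hits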
miR122 inh: miR-122 Renilla sensor signal increase in Huh7, primary screen, miR-122 inhibitor project, cell-based, single point, plate reader; Huh7 miR-122 Renilla luciferase sensor, 48 h; neutral wells = 0, positive control = 100; activation (reporter increase), % at 12.5 µM; hit rate 0.3% among 340,000; AID 602342, 2012;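 active = mean replicate activation score at least 90 and every replicate individually at or above 90; inconclusive = only one of the two criteria met; inactive = neither criterion met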;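 also: higher luciferase means less miR-122 activity so hits act as miR-122 inhibitors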
Numbers without * were called inactive; u = inconclusive; x = no result given; [ ] = another dose, or the depositor's remark.

structure	EWS-Fli block	F508del corr	FN deposition inh	DENV2 CPE	PAX8 inh HTS	GSIS activator	miR122 inh
OC[C@H]1[C@H](c2ccc(-c3ccc(F)cc3)cc2)[C@@H]2CN(Cc3cccnc3)CCCCN12	4	1.7	x	4	20	-8	7[16.7 µM]
CNC(=O)C[C@H]1CC[C@@H]2[C@H](COc3ccc(NC(=O)c4ccc(OC)cc4)cc3C(=O)N2C)O1	-23	-2.1	0	8	-15	-5	-2[16.7 µM]
COc1ccc([N+](=O)[O-])cc1NC(=O)/C=C/C(=O)O	1	x	6	66*	39	4	-1
CCc1ccc(-c2cc(C(=O)N/N=C/c3ccco3)[nH]n2)cc1	-4	-3.2	5	u	-100	-5	x
CCOc1cc(/C=C(/C#N)c2nc3ccccc3[nH]2)ccc1Oc1ccc([N+](=O)[O-])cn1	9	2.4	x	3	x	12	-18
O=C(C[C@H]1CC[C@@H](NC(=O)Cc2cccnc2)[C@@H](CO)O1)Nc1ccc(-c2ccccc2)cc1	2	1.8	11	15	3	-2	-2[16.7 µM]
C[C@@H]1CN([C@H](C)CO)C(=O)Cc2cc(N(C)C)ccc2O[C@H]1CN(C)Cc1ccc(C(=O)Nc2ccccc2N)cc1	59*	3.7	-3	-5	16	22	85[16.7 µM]
CCc1cc2cc(C)c(C)cc2nc1SCC(=O)Nc1cc(C)on1	2	-1.1	19	3	15	-18	x
O=C(O)CC/C(=C\c1cccc(NC(=O)c2ccccc2Cl)c1)c1nc2ccccc2s1	9	-0.7	8	7	-30	3	1
CC1CC(C)CN(C(=O)/C=C/c2ccc(S(=O)(=O)N3CCOCC3)cc2)C1 (stereo not drawn)	6	8.4*	5	-3	-3	-5	-2
COc1ccc(-c2cc(C(=O)N3CCOCC3)no2)cc1	37	-0.9	7	-6	15	2	-3
CCOC(=O)[C@]12CCCC=C1N(CCc1ccc(OC)c(OC)c1)C(=O)[C@H](CC(=O)N1CCSCC1)C2	-5	-2.1	0	17	-11	-10	x
CC(C)NC(=O)N(C)C[C@@H]1OCCCC[C@@H](C)Oc2ccc(NC(=O)c3ccncc3)cc2C(=O)N([C@H](C)CO)C[C@H]1C	2	-1.2	-16	x	-4	6	4[16.7 µM]
CC(C)NC(=O)Nc1ccc2c(c1)C(=O)N([C@H](C)CO)C[C@@H](C)[C@@H](CN(C)Cc1ccncc1)OCCCC[C@H](C)O2	x	-2.4	x	u	-9	x	4[16.7 µM]
C[C@@H]1CN([C@@H](C)CO)C(=O)c2cc(NC(=O)Nc3cccc4ccccc34)ccc2O[C@@H](C)CCCCO[C@H]1CN(C)C(=O)C1CCCCC1	-3	-1.0	x	22*	4	4	-3[16.7 µM]
C[C@@H]1CN([C@H](C)CO)C(=O)Cc2cc(NC(=O)Cc3ccccc3)ccc2O[C@H]1CN(C)S(=O)(=O)c1ccccc1	-12	-0.2	x	5	-2	9	-3[16.7 µM]
Cc1ccc(-c2c(C)sc3nc(CN4CCN(CC(=O)NC5CC5)CC4)[nH]c(=O)c23)cc1	1	5.0	-6	-5	23	-22	-15
CCOc1ccc(-c2cc(C(=O)OC)[nH]n2)cc1	0	0.6	15	1	-112	4	x
O=C(COC(=O)C1(c2ccc(Cl)cc2)CCCC1)NC1CCS(=O)(=O)C1 (stereo not drawn)	x	x	-1	x	-3	4	-2
COc1cccc(NC(=S)N/N=C2/CCCCc3ccccc32)c1	-49	2.3	-5	1	-59	-7	26
CC(C)C[C@H](NC(=O)c1nc[nH]c1C(=O)NC1CCNCC1)C(=O)OC(C)(C)C	-8	-0.3	2	1	-21	x	3
O=C(CC1C[C@H](C(=O)N2CCOCC2)[C@@]2(CCC3CCCC3)c3[nH]c4ccccc4c3CCN2C1=O)NCCCn1ccnc1 (stereo partly drawn)	1	2.5	x	12	1	-10	32
Cc1nc2sc(C(c3ccco3)N3CCN(c4cccc(Cl)c4)CC3)c(O)n2n1 (stereo not drawn)	x	x	-5	x	x	-27	-8
COc1ccc(NC2CCCN(C(=O)c3ccc4nc(C)c(C)nc4c3)C2)cc1OC (stereo not drawn)	-8	1.0	-8	0	0	-6	-5
CCC(=O)N1C[C@@H](C)[C@H](OC)CN(C)C(=O)c2ccc(NC(=O)c3ccccc3)cc2OC[C@H]1C	-7	0.3	-3	1	-9	9	x
C[C@H]1CN([C@@H](C)CO)C(=O)c2cc(NC(=O)c3ccncc3)ccc2O[C@H]1CN(C)S(=O)(=O)c1cccs1	-18	1.8	14	9	x	-1	-2[16.7 µM]
CCN1CCN(C(c2cccs2)C(C)NC(=O)c2ccccc2)CC1 (stereo not drawn)	-9	-5.2	-4	9	2	x	0
CO[C@H]1CN(C)C(=O)c2ccc(NC(C)=O)cc2OC[C@H](C)N(Cc2cc(F)ccc2F)C[C@@H]1C	5	-3.4	18	32*	x	-14	7[16.7 µM]
COc1ccc(C(=O)NN=C(Cc2ccccc2)Cc2ccccc2)cc1OC	x	x	-4	x	-9	9	x
Cc1cc(=O)n2c3ccccc3n(CC(O)CN3CCCC3)c2c1C#N (stereo not drawn)	2	4.3	x	1	x	1	-15
CC(Sc1ncnc2c1cnn2-c1ccccc1)C(=O)NCC1CCCO1 (stereo not drawn)	-18	-4.5	6	3	22	10	14
CO[C@H]1CN(C)C(=O)c2cc(NC(=O)Nc3c(C)noc3C)ccc2OC[C@@H](C)NC[C@@H]1C	-8	1.1	-19	-9	-13	12	-1[16.7 µM]
CCOc1ccccc1NC=C1C(=O)OC(C)(C)OC1=O	x	x	-4	x	-6	x	-11
CCOC(=O)[C@@H]1[C@H]2COc3ccc(Br)cc3[C@H]2N2C(=O)N(c3ccc(F)cc3)C(=O)[C@]12C	12	0.6	6	-10	2	-2	x
CCOc1ccc(/C=C/C(=O)N(CC)CC(=O)NCc2cccs2)cc1OC	-2	7.4	2	68*	11	14	x
Cc1cc(=O)oc2c(C)c(OC3CCCCC3=O)ccc12 (stereo not drawn)	6	1.7	-4	-2	-14	3	x
COc1ccc(N2CC(C(=O)N/N=C/c3ccc(C)cc3)CC2=O)cc1 (stereo not drawn)	60*	x	-7	5	20	-14	37
CO[C@H]1CN(C)C(=O)c2cccc(C#N)c2OCC[C@@H]2CC[C@@H](OC)[C@@H](CN(C)C(=O)[C@@H]1C)O2	-4	x	10	-5	11	13	x
COc1ccc(CCNC(=S)N2CCN(S(=O)(=O)c3ccccc3F)CC2)cc1	2	-0.8	-1	-4	9	-10	-4
COC(=O)c1ccc(N2CCN(c3ccccc3)CC2)c(NC(=O)C2CC2)c1	x	x	6	x	25	x	2
CCOc1ccc(C(=O)Nc2ccc(N3CCN(C(=O)c4ccco4)CC3)cc2)cc1Br	3	7.0	1	-12	21	-9	4
Cc1nc2ccc(NC(=O)NCc3ccco3)cc2s1	-44	-0.7	x	5	x	-7	2
COc1ccc(-c2ccc3c(c2)[C@H]2[C@H](CCN2C(=O)C2CCC2)[C@H](CO)N3C)cc1	-4	2.1	5	-3	5	-47	x
O=C(Nc1ccc(C(F)(F)F)cc1)c1ccc2nc[nH]c2c1	-13	0.8	-4	-9	-7	-14	7
Cc1ccc(/C=N/NC(=O)c2ccccc2OCc2cccc(Br)c2)o1	7	x	x	4	25	-13	-4
COc1cc(OC)c(C2N(c3ccc(Cl)cc3)C(=O)C3CCCN32)cc1OC (stereo not drawn)	-36	0.6	6	-1	6	7	x
C[C@@H]1CN([C@H](C)CO)C(=O)c2cccc(NS(=O)(=O)c3ccccc3)c2O[C@@H]1CN(C)Cc1ccc2c(c1)OCO2	8	-2.3	x	-6	8	-8	-4[16.7 µM]
COc1cc(C(=O)NCc2ccc(C(=O)NCC(OC)OC)cc2)cc(OC)c1OC	0	-2.4	0	-1	-4	13	x
COc1cc(/C=C2/NC(=O)N(Cc3ccccc3F)C2=O)ccc1O	46	1.6	-1	3	9	-20	x
Cc1noc(C)c1NC(=O)N(C)C[C@H]1Oc2ccc(NC(=O)Nc3ccccc3)cc2C(=O)N([C@H](C)CO)C[C@H]1C	2	-3.4	x	8	-21	16	-7[16.7 µM]
C[C@@H]1CN([C@H](C)CO)C(=O)Cc2cc(NS(C)(=O)=O)ccc2O[C@H]1CN(C)S(=O)(=O)c1ccc(Cl)cc1	-1	-0.1	x	1	7	9	2[16.7 µM]
C[C@@H]1CN([C@H](C)CO)C(=O)c2cc(C#CCN(C)C)cnc2O[C@H]1CN(C)C(=O)NC1CCCCC1	-3	x	-4	u	-23	8	-2[16.7 µM]
Cc1ccc(S(=O)(=O)N(C)C[C@@H]2Oc3c(NC(=O)Nc4cccc5ccccc45)cccc3C(=O)N([C@H](C)CO)C[C@H]2C)cc1	5	-1.4	x	6	x	x	-16[16.7 µM]
Cc1cc(C)c(NC(=O)CN2CCN(S(=O)(=O)c3ccc4c(c3)OCCO4)CC2)c(C)c1	10	-2.1	10	17	1	-25	-9
CC(=O)Nc1ccccc1NC(=O)C/C(C)=N/NC(=O)c1cccnc1	-4	-0.5	-2	-4	0	23	x
Cc1ccc(S(=O)(=O)NCCSCc2ccco2)cc1	-4	-0.8	-6	13	-12	-4	x
Cc1ccc(-c2cnc3c(c2)C(=O)N([C@@H](C)CO)C[C@H](C)[C@@H](CN(C)C(=O)Cc2ccncc2)O3)cc1	1	-0.5	x	5	x	-11	-2[16.7 µM]
COc1cc(C(O)c2nc(-c3cccc(C(F)(F)F)c3)cs2)ccc1F (stereo not drawn)	11	0.8	6	-4	1	-30	-6
Cc1cccc(CC2CC(=O)N(CCc3ccc4c(c3)OCO4)C2=O)c1 (stereo not drawn)	5	-0.1	1	-1	12	18	x
CO[C@H](CN(C)S(=O)(=O)c1cn(C)cn1)[C@H](C)CN(C(=O)Nc1ccc(F)cc1)[C@@H](C)CO	-3	3.6	5	-5	x	1	x

Remaining list, next part
structure	EWS-Fli block	F508del corr	FN deposition inh	DENV2 CPE	PAX8 inh HTS	GSIS activator	miR122 inh
C[C@H](CO)N1C[C@H](C)[C@@H](CN(C)C(=O)c2ccccc2F)Oc2ncc(C#C[C@@H](C)O)cc2C1=O	-5	-1.3	x	-8	x	23	-1[16.7 µM]
O=C(O)[C@H]1[C@H](CO)[C@H]2Cn3c(ccc(-c4cccc(F)c4)c3=O)[C@H]2N1C(=O)c1ccccn1	2	x	-5	x	-10	5	x
COc1ccc(CN2CCCC(N3CCc4ccccc4C3)C2)c(O)c1 (stereo not drawn)	7	1.9	8	-10	-8	x	-2
COn1c(-c2ccccc2)c(C=O)c2ccccc21	3	-2.6	0	12	12	-4	2
Cc1ccc(C)c(NC(=O)C(=O)NCc2ccccn2)c1	-12	1.5	-4	-2	-20	-3	1
Brc1ccc(-c2cnco2)cc1	-5	-1.8	-1	9	-12	x	x
CCCCS(=O)(=O)N1C2=NC(C(=O)OCC)=C(C(=O)OCC)C3N(Cc4ccc(Br)cc4)c4ccccc4[C@]23C[C@H]1C(=O)OC (stereo partly drawn)	3	0.0	-2	2	23	x	x
Cc1ccc(NC(=O)Cn2nc(C)c3ccccc3c2=O)cc1F	x	x	2	x	2	-14	x
COc1ccc(-n2cccc2/C=C2\C(=N)N3N=C(c4ccco4)SC3=NC2=O)cc1	-3	-0.5	5	0	-6	8	x
